PostGolgi yeast: phenotypic screen on post-Golgi transport, primary screen | post-Golgi transport phenotypic cell assay | inhibition, % at 10 µM | 0.9% of 98,000 active;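 note: yeast cells grown in 1536-well plates; yeast grown about 18 h at 30C before absorbance read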
PostGolgi ctrl: growth inhibition of yeast control strain, primary screen, counter-screen for post-Golgi transport modulator project; efflux-deficient yeast background strain, growth absorbance A615, 16 h; inhibition, % at 10 µM; 5% of 98,000 active
EphB4 antag: EphB4-ephrin-B2 interaction antagonists, primary screen, biochemical, TNYL-RAW peptide probe, fluorescence polarization. inhibition, % at 7 µM. AID 720, 2007. 0.15% of 97,000 active. Ephrin type-B receptor 4 (Homo sapiens), P54760. EphB4 LBD / TNYL-RAW-Alexa532 peptide;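 active = inhibition above the screen-wide mean inhibition plus 3 SD, cut at about 15% in these data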;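 note: 0% = DMSO wells and 100% = excess unlabeled TNYL-RAW peptide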
S1P2 ag: S1P2 receptor agonists, primary screen, cell-based. AID 729, 2007. Sphingosine 1-phosphate receptor 2 (Homo sapiens), O95136. activation, % at 4.5 µM. 0.46% of 97,000 active. S1P2-expressing cell line, agonist reporter read-out; in the data active = activation above about 16%;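 note: 0% = vehicle low control and 100% = maximal reference agonist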
FAK inh: FAK kinase inhibitors, primary screen, biochemical. Focal adhesion kinase 1 (Homo sapiens), Q05397. 0.84% of 97,000 active. inhibition, %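 (tested at 7 µM)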. AID 727, 2007. biochemical FAK kinase activity assay; in the data active = inhibition above about 19%;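 note: 0% = DMSO and 100% = reference compound high control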
Target sequence (Q05397 whole entry, looked up): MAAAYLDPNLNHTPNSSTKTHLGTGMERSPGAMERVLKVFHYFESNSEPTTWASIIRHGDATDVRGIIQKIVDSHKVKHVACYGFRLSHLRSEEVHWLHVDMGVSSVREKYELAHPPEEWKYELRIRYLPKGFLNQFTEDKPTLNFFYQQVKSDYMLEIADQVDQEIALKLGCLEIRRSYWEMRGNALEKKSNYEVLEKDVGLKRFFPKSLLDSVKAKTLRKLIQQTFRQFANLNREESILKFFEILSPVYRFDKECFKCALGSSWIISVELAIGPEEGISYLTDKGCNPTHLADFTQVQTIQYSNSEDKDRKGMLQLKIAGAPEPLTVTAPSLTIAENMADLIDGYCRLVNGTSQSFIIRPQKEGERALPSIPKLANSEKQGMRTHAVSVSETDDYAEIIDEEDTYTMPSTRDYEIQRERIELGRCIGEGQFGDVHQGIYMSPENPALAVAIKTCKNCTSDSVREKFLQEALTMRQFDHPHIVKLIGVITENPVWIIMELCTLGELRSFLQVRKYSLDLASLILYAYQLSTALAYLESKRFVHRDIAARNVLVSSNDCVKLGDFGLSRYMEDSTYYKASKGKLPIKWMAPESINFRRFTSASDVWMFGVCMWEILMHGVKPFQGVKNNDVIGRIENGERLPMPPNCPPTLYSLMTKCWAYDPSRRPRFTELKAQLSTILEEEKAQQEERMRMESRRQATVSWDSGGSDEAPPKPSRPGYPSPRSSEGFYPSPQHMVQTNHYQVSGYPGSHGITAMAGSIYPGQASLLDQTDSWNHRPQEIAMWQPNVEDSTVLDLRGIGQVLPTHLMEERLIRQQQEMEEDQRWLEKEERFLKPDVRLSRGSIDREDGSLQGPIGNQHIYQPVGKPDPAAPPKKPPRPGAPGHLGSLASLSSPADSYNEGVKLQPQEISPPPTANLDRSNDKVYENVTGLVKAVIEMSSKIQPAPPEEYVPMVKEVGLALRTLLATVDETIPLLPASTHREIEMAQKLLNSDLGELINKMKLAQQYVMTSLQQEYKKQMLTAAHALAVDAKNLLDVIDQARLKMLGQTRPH
S1P2 blocker: human S1P2 receptor antagonists, primary screen, cell-based | AID 736, 2007 | Sphingosine 1-phosphate receptor 2 (Homo sapiens), O95136 | cell-based S1P2 antagonist assay, inhibition at 5 uM | inhibition, % at 5 µM | 0.21% of 97,000 active; in the data active = inhibition above about 45%;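 note: CRE beta-lactamase reporter cells expressing human S1P2 stimulated with S1P; 0% = agonist at EC80 alone and 100% = agonist plus reference antagonist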
Rev-RRE block: HIV-1 Rev-RRE binding inhibitors, primary screen, biochemical, FRET, protein-RNA interaction | Rev peptide-RRE RNA binding | inhibition, % at 8 µM | 0.79% of 97,000 active;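 active = inhibition above the screen-wide mean plus 3 SD, cut at about 35% in these data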;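 note: 0% = median DMSO wells and 100% = median Neomycin B control wells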
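Assay system: Labelled RRE RNA duplex and labelled Rev peptide | Times: 5 min preincubation and 15 min binding, 25 °C | Detection: FRET, ex 480 nm, em 540 and 671 nm | Evaluation: % inhibition of FRET ratio versus controls | Benchmarks: DMSO wells as 0% and neomycin B wells as 100% inhibition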
LYP inh 2: PTPN22 phosphatase inhibitors, primary screen, biochemical, DiFMUP fluorescence, 2 µM | Tyrosine-protein phosphatase non-receptor type 22 (Homo sapiens), Q9Y2R2 | recombinant LYP catalytic domain | inhibition, % at 2 µM | 0.21% of 96,000 active;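 active = inhibition at 2 µM at or above a set limit, the screen mean plus 3 SD, cut at about 24% in these data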;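 note: 0% = DMSO with enzyme and 100% = enzyme fully blocked by orthovanadate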
PTPN22 act: LYP phosphatase activators, primary screen, biochemical, DiFMUP fluorescence, 2 µM | recombinant LYP; 0 = plate median, 100 = signal doubled | activation, % at 2 µM | 0.11% of 96,000 active | AID 697, 2007 | Tyrosine-protein phosphatase non-receptor type 22 (Homo sapiens), Q9Y2R2;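 active = activation at 2 µM above a set limit, the mean plus 5 SD, cut at about 37% in these data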
Active calls of the source: *; nt = not tested or not shown. Cut-off read from the data, not from the text of the source, unless noted: active = inhibition above about 30%; inactive = the rest.

SMILES,Rev-RRE block,LYP inh 2,PTPN22 act,FAK inh,PostGolgi yeast,S1P2 ag,EphB4 antag,S1P2 blocker,PostGolgi ctrl
COc1ccc(S(=O)(=O)N2CCC(C(=O)N3CCCCC3)CC2)cc1Cl,11,-4,6,0,-9,-7,7,17,4
O=[n+]1cc(-c2ccc(F)cc2)n([O-])c2c1CCC2,5,-2,-2,-3,-6,-2,-2,-6,-1
Cc1ccc(SCc2cc(=O)n3[nH]cnc3n2)cc1,7,-9,12,0,nt,-1,11,17,nt
CCN1CCN(c2ccc(NC(=O)c3ccc4c(c3)OCO4)cc2)CC1,2,1,-2,3,-2,0,1,-9,1
CCOC(=O)C1C(=O)CC(C)(O)C(C(=O)OCC)C1c1ccc(OCC)cc1 (stereo not drawn),-2,8,-9,-7,1,-6,6,4,10
CCn1c(-c2ccc(-c3ccccc3)cc2)c[nH]c1=S,7,-4,0,1,0,-2,-5,-13,3
O=c1c2ccccc2nc(-c2ccccc2)n1CCCn1ccnc1,0,6,-6,2,9,-4,-5,-11,24
COc1ccc(C(=O)NCC(=O)NCC2COc3ccccc3O2)cc1 (stereo not drawn),6,4,-1,-1,-3,-2,6,8,2
COc1ccc(NC(=O)CNS(=O)(=O)c2ccc(Cl)cc2)cc1,-3,-1,0,2,nt,-5,2,-3,nt
CN1CCC2(CC1)NC(=O)NC2=O,4,-16,12,3,-4,-4,-1,-14,-7
CCN(C(C)=O)c1nnc(CSc2nc3ccccc3s2)s1,7,-14,13,-1,2,4,0,-23,4
Cc1ccc(N2C(=O)CC(N3CCN(C)CC3)C2=O)cc1 (stereo not drawn),3,5,-5,-1,nt,-3,3,-7,nt
Cc1cccc(OCCNc2cc(N3CCOCC3)ccc2[N+](=O)[O-])c1,0,17,-11,7,-3,-1,-5,-4,66*
CC(=O)c1ccc(N(C(=O)Cn2nnc3ccccc32)C(C(=O)NC2CCCCC2)c2cn(C)nc2C)cc1 (stereo not drawn),9,6,-6,0,nt,-3,-5,-4,nt
O=S(=O)(NC1CCCCC1)c1cccc(-c2nnc(-c3ccccc3)o2)c1,9,-3,4,-4,17,-4,0,3,31*
COc1cccc(CC(=O)NCC2COc3ccccc3O2)c1OC (stereo not drawn),4,0,-1,3,0,-9,0,11,3
O=C(NC(NC1CCS(=O)(=O)C1)C(Cl)(Cl)Cl)c1ccc(Br)cc1 (stereo not drawn),-2,-2,6,-1,-1,-4,-4,5,1
CN(C)/C=N/c1c(C(=O)NCc2ccccc2)nnn1Cc1ccccc1,6,0,2,-6,5,-13,4,9,3
Cc1ccc(Cl)cc1N1CCN(S(C)(=O)=O)CC1,9,0,1,-1,0,-1,-4,3,-2
Cc1ccc(C2NC(c3ccc(C)cc3)C(C)C(=NO)C2C)cc1 (stereo not drawn),6,12,-8,3,-13,-6,3,17,21
COC(=O)c1ccccc1NC1CC(=O)N(c2c(C)cccc2C)C1=O (stereo not drawn),5,13,-12,1,-3,-8,3,1,4
CCn1c(SCC(=O)Nc2nc3ccccc3s2)nnc1-c1ccc(Br)cc1,11,14,-13,-9,-6,-2,-5,18,9
Cc1ccccc1N=C/C=C1\N(C)c2ccccc2C1(C)C,8,0,-2,-3,22,-8,6,5,1
CCCC(=O)Nc1ccccc1N1CCN(C(=O)c2ccccc2)CC1,1,-6,3,0,-3,-4,-7,-3,2
Cc1ccc(NC(=O)CSc2nnc(CNC(=O)c3c(F)cccc3Cl)o2)cc1,7,-1,4,0,13,-3,11,22,-3
COc1ccc(N2CCN(/C(=N\S(=O)(=O)c3ccccc3)Nc3nc(C)cc(C)n3)CC2)cc1,-2,12,-13,-1,6,0,0,4,2
COc1cc(-c2cc(C(F)(F)F)n3ncc(C(=O)O)c3n2)cc(OC)c1OC,5,6,-8,6,-10,-3,9,10,20
CN(C)CCN1C(=O)C(=O)/C(=C(/O)c2ccccc2)C1c1ccccc1F (stereo not drawn),8,4,-4,-6,2,-4,-5,5,13
Cn1c(=O)c(C(=O)NCCO)c(O)c2ccccc21,4,1,-2,2,-4,1,7,5,-10
CCCOc1ccc(-c2nnn(CC(=O)OCC)n2)cc1,8,-8,9,0,-1,-6,7,5,3

One compound at a time (already shown). Order of values: Rev-RRE block	LYP inh 2	PTPN22 act	FAK inh	PostGolgi yeast	S1P2 ag	EphB4 antag	S1P2 blocker	PostGolgi ctrl
Profile of `Cc1ccc(NC(=O)CSc2nnc(CNC(=O)c3c(F)cccc3Cl)o2)cc1` : 7	-1	4	0	13	-3	11	22	-3
Profile of `COc1cc(-c2cc(C(F)(F)F)n3ncc(C(=O)O)c3n2)cc(OC)c1OC` : 5	6	-8	6	-10	-3	9	10	20
Profile of `CCOC(=O)C1C(=O)CC(C)(O)C(C(=O)OCC)C1c1ccc(OCC)cc1` (stereo not drawn) : -2	8	-9	-7	1	-6	6	4	10

Next results:
SMILES,Rev-RRE block,LYP inh 2,PTPN22 act,FAK inh,PostGolgi yeast,S1P2 ag,EphB4 antag,S1P2 blocker,PostGolgi ctrl
Cc1nc2ccccc2n1CC(=O)NCCN1CCCC1,0,-2,5,2,11,-5,-3,-6,5
CCOC(=O)c1c(C)[nH]c(C(=O)COC(=O)c2cnc(C)cn2)c1C,4,6,-9,-1,-2,-2,7,6,2
CCCCCCCCCCNC(=O)C(=O)Nc1ccccn1,16,22,-21,3,-1,-6,0,-30,5
O=C(CSc1nnc(-c2ccc(Cl)cc2)n1Cc1ccco1)NCc1ccc2c(c1)OCO2,10,11,-12,0,5,0,-1,-20,13
COCCn1c(SCC(=O)Nc2cccc(C)c2)nnc1C(C)C,3,3,-5,0,0,-7,2,19,-1
CCCCCCNC(=O)c1c(O)c2cccc3c2n(c1=O)CCC3,20,-1,-1,0,5,-3,-5,1,13
O=C(Cn1cccc1C(=O)c1ccccc1)NCc1ccco1,7,2,-4,-8,1,-6,-1,11,26
COC(=O)c1sccc1-n1cccc1C(=O)C(=O)N1CC(C)OC(C)C1 (stereo not drawn),2,-12,13,0,4,-9,3,-5,2
CC(C)(C)c1ccc(C(=O)N2CCCCCC2=O)cc1,3,-3,1,3,nt,-4,2,0,nt
Cc1c(NC(=O)/C(C#N)=C/C2CC=CCC2)c(=O)n(-c2ccccc2)n1C (stereo not drawn),8,-2,0,-4,5,-4,9,10,-9
CC(C)C(=O)Nc1sc2c(c1-c1nc3ccccc3[nH]1)CCCC2,12,11,-9,-1,-17,-4,6,-4,5
Cc1cc(C)nc(N2CCCC(C(=O)NC3CCCC3)C2)n1 (stereo not drawn),2,-4,3,7,-1,-7,10,2,8
CCOc1cc(NS(C)(=O)=O)c(OCC)cc1NC(=O)c1cccs1,2,1,-4,11,2,-5,2,1,17
COc1cccc(C2C(C(N)=O)=C(C)Nc3nc(CCCO)nn32)c1OC (stereo not drawn),2,-2,-1,0,7,-5,2,-4,9
COC(=O)/C=C(\C)NC(=O)c1cccs1,7,2,-2,-1,8,-4,-6,9,24
O=[N+]([O-])c1ccc(Cl)c(/C=N/N2CCN(C3c4ccccc4-c4ccccc43)CC2)c1,1,0,4,0,2,-3,-7,-18,19
COc1ccc(NC(=O)c2ccc(S(=O)(=O)N3CCOCC3)cc2)c(OC)c1,3,-6,6,4,0,-1,-3,18,8
CC(C)OC(=O)CCCN1C(=O)c2ccc(N)cc2C1=O,2,-6,4,3,-2,0,-4,-4,-1
CC(=O)N1CCc2cc(S(=O)(=O)NCCCN3CCN(Cc4ccccc4)CC3)ccc21,5,0,0,1,-1,-6,-4,-1,3
Cc1nc2ccc(S(=O)(=O)NCC(=O)N3CCN(c4ccccc4)CC3)cc2s1,5,-6,4,-2,7,-4,8,15,3
CCC(c1nnc(SCCNCCO)n1CCN1CCOCC1)N(C)C (stereo not drawn),6,-14,11,3,0,0,4,17,10
Cc1nc2nc(-c3ccccc3)nn2c(C)c1Cl,8,4,-4,0,nt,-2,-3,12,nt
COc1ccccc1-c1nc(C#N)c(N2CCN(c3ccccc3)CC2)o1,5,-2,-1,-3,3,-1,4,-4,26
O=C(NCCN1CCOCC1)c1ccccc1-c1ccccc1,-2,-14,12,0,-1,0,-1,-3,12
CCOCCCNC(=O)C1CCN(C(=O)Nc2ccc(Cl)cc2)CC1,3,7,-7,1,-2,1,-5,-1,-3
O=C(c1ccc(S(=O)(=O)N2CCCCC2)cc1)c1nnc(-c2ccc(Cl)cc2)o1,9,8,-8,8,-6,-3,4,11,-3
O=C(NCc1cccs1)Nc1ccc(Cl)cc1,1,-2,1,7,nt,-7,2,8,nt
Fc1ccc(NC(=S)N/N=C/c2ccc(F)c(F)c2)c(F)c1,0,-3,4,0,5,-2,9,-8,3
O=C(Cn1nnc(-c2ccc(OCc3ccccc3F)cc2)n1)N1CCOCC1,5,5,-1,0,nt,-5,-5,5,nt
CCCCNC(=O)c1ccccc1Cl,-2,6,-4,1,13,3,5,-4,12
Cc1ccc(C(=O)CSc2n[nH]c(-c3ccco3)n2)cc1C,6,-2,6,2,13,-6,0,13,4
COC(=O)c1ccc2c(=O)n(CCN3CCOCC3)c(SCC(=O)C(C)(C)C)nc2c1,-4,-12,16,1,-4,-5,-5,-11,4
COc1ccc(OC)c(C(=O)c2ccc(C(=O)O)cc2)c1,2,-4,2,-1,-6,-5,-4,-9,-1

This is a random part of the collection; any-hit rate near 7%.
